Screening results (PubChem BioAssay)
IkB signaling: suppresses IkB signaling in ABC-DLBCL reporter cells; ABC-DLBCL IkBa-CBG/CBR dual luciferase ratio, 4 h; response scale: scaled: untreated 0%, proteasome inhibitor 100%; Potency, µM (titrated, usually from 57.1 µM), for inactives: at the highest dose IkBa stabilization activation; 0.04% of 110,000 active; AID 445; active = well fitted curve in the direction sought with a large enough effect in the signal ratio, not every such curve was filed as active; inconclusive = small, poorly fitted or top-dose-only effect, or a change in a side signal; the % refers to the signal ratio;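 note: the direction sought is a rising ratio; 0% = basal untreated cells and 100% = reference inhibitor full response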
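Luminescence ratio of IκBα-fused green versus native red beetle luciferase in OCI-Ly3 cells, 4 h post-doxycycline with compound; red signal alone, scaled from basal (0%) to zero light (-100%), flagged nonspecific or cytotoxic effects.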
p53ts 32C kill: p53ts cell cytotoxicity, permissive temperature | H1299-p53A138V at 32C, ATP luminescence viability, 24 h | Potency, µM (top dose mostly 46.1 µM), for the others: at the highest dose activity change, negative = cytotoxicity, actives largely listed as cytotoxic | 0.93% of 130,000 active | AID 924;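 note: 0% = DMSO and -100% = full killing by reference compound; nearly all actives have a fitted effect of over 55% in size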
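Viability by ATPlite luminescence after 24 h compound treatment (up to 46 uM) at the permissive 32C. Cells are H1299 carrying p53 A138V. Scale runs from DMSO basal to 100 uM tamoxifen as full kill; AC50 from Hill fits.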
p53ts 39C kill: kills p53ts cells at the nonpermissive temperature; H1299-p53A138V viability at 39C, ATP luminescence, 24 h; 1.5% of 130,000 active; Potency, µM (top dose mostly 46.1 µM), for inactives: top-dose activity change, negative = cell killing, usual class: cytotoxic; AID 902; note: nearly all actives have a fitted effect of over 55% in size
Peg3 imprint: genomic imprint erasure induction. mouse ES Peg3-LacZ reporter, beta-gal luminescence, 40 h. Potency, µM (titrated, usually from 60.7 µM), for inactives: top-dose activity change, positive = activation, hits mostly activators. 0.02% of 110,000 active;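 note: 0% = negative control wells on the plate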
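Imprint erasure is scored as LacZ activity from the silenced maternal Peg3 allele in feeder-free female ES cells cultured 40 h with LIF. Luminescence is normalized to in-plate negative controls and fitted to the Hill equation.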
An asterisk follows results filed as active; u = inconclusive; x = no result given; & = joins results of further samples; [ ] = another dose, or the depositor's remark. Unless noted, calls come from the whole dose curve; as a rule, active = well fitted curve in the direction sought with a large enough effect; inconclusive = small, poorly fitted or top-dose-only effect, or another doubt; inactive = no such curve, though single readings can be large; an effect the other way counts as inactive or inconclusive. Unless noted, % is set by controls: 0 for no effect and ±100 for the full control effect; potency is the fitted concentration of half-maximal effect.

Every second line gives: IkB signaling, p53ts 32C kill, p53ts 39C kill, Peg3 imprint
CC(=O)OC[C@@H]1O[C@H](C/C=N\OC[C@@H](C)[C@H](OCc2ccccc2)C(C)C)C=C[C@@H]1OC(C)=O
→ x, 1%[9.22 µM], -3%[9.22 µM], x
CN(C)c1ccc(CNc2nc(-c3ccco3)nn2S(C)(=O)=O)cc1
→ -1.5%, -9%, -2%, -23%[10.9 µM]
CSc1ccccc1NC(=O)C1CCCO1 (configuration not stated)
→ x, 2%, -1%, x
CCOC(=O)c1ccc(S(=O)(=O)N2CCN(CC(=O)NC(=O)NC3CCCCC3)CC2)cc1
→ 1.3%, 3%, -14%, -10%
O=C(NCc1ccco1)c1ccc2snnc2c1
→ 5.5%, -4%, 5%, -12%
CCCn1c2c(c(O)c(C(=O)NC)c1=O)CCCC2
→ -4.1%, -11%, -6%, 4%
CCn1cc(C(=O)NCc2ccc(OC)cc2OC)c(=O)c2ccc(C)nc21
→ -0.6%, -2%, -3%, 9%
CCSc1nc2ccccc2n1C(=O)Oc1ccccc1
→ x, 9%, -6%, x
COc1ccc(-n2c(COc3ccc(C)cc3)nnc2SCC(N)=O)cc1
→ 0.8%, -4%, -3%, -5%
COCCNC(=O)Cn1c(=O)c2cccn2c2ccc(F)cc21
→ u, -1%, -12%, 0%[10.9 µM]
Cc1ccc(NC(=O)CCS(=O)(=O)c2cccc3nsnc23)c(C)c1
→ 0.6%, 3%, 18%, 8%[10.9 µM]
Cc1noc(C)c1COc1cccc(C(=O)N2CCN(C/C=C/c3ccccc3)CC2)c1
→ u, 7%, -12%, -16%
CCOC(=O)c1ccc(NC(=O)Nc2cc3c(cc2N2CCCC2)n(C)c(=O)n3C)cc1
→ u, 8%, u, -7%[10.9 µM]
COc1cc(NC(=O)CC(C)C)ccc1NC(=O)c1ccco1
→ 0.7%, u, -29%, -1%
Cc1cn2c(=O)c(S(=O)(=O)Nc3ccc(F)cc3F)c(C)nc2s1
→ -1.1%, -4%, -14%, -19%[10.9 µM]
Cc1c(NC(=O)C23CC4CC(CC(C)(C4)C2)C3)c(=O)n(-c2ccccc2)n1C
→ -0.3%, 2%, -5%, -14%
COc1ccc(-c2c(C)c3ccc(O)c(CN4CCC(C)CC4)c3oc2=O)cc1OC
→ u, 7%, 0%, -7%[10.9 µM]
CCOC(=O)c1ccc(NS(=O)(=O)c2ccc3c(c2)oc(=O)n3C)cc1
→ 1.4%, 19%, 14%, -14%
CCOC(=O)C1CCN(C(=O)Cn2cc(C(=O)C3CC3)c3ccccc32)CC1
→ 1.2%, 7%, 16%, -13%
C=CCn1c(NCc2ccccc2)nc2ccccc21
→ -0.2%, -10%, -15%, -4%
Cc1cc(OCC(=O)O)c(Cl)cc1Cl
→ -0.9%[11.4 µM], 2%[9.22 µM], 0%[9.22 µM], 8%[10.9 µM]
O=C(Cn1cc(C(=O)c2cccs2)c2ccccc21)NCC1CCCO1 (configuration not stated)
→ 3.6%, -4%, -3%, -9%
COc1ccc(C2c3c(oc4ccc(Cl)cc4c3=O)C(=O)N2Cc2ccco2)cc1OC (configuration not stated)
→ 1.4%, 1%, 0%, 1%
Cc1noc(C)c1CN1C(=O)NC2(CCCCCCC2)C1=O
→ 0.2%, 4%, 3%, -6%
Cc1cc2ccccc2n2c(SCC(=O)N3CCN(C(=O)c4ccco4)CC3)nnc12
→ 1.2%, -4%, 3%, 3%
Cc1ccc(-n2nc(CO)c(C(=O)NCCCCc3ccccc3)n2)cc1
→ 2.3%, -11%, -25%, -6%[10.9 µM]
Cc1cccc(CNC(=O)c2ccc3nc(-c4ccccc4)c(-c4ccccc4)nc3c2)c1
→ u, 1%, -16%, -11%[10.9 µM]
COC(=O)c1c(-c2ccc(Cl)cc2)noc1N1CCN(c2ccc(C(C)=O)cc2)CC1
→ -1.3%, -4%, -7%, 6%[10.9 µM]
COc1ccc(C(=O)Nc2nc3nc(C)c(Cc4ccccc4)c(=O)n3[nH]2)cc1OC
→ u, 6%, 14%, -1%[10.9 µM]
COC(=O)c1cn(NC(=O)C2CCCO2)c(=O)c2ccccc12 (configuration not stated)
→ -0.5%, 7%, 27%, -9%

Continued; it opens with the two that closed the last part.
Every second line gives: IkB signaling, p53ts 32C kill, p53ts 39C kill, Peg3 imprint
COc1ccc(C(=O)Nc2nc3nc(C)c(Cc4ccccc4)c(=O)n3[nH]2)cc1OC
→ u, 6%, 14%, -1%[10.9 µM]
COC(=O)c1cn(NC(=O)C2CCCO2)c(=O)c2ccccc12 (configuration not stated)
→ -0.5%, 7%, 27%, -9%
CCOc1ccccc1NC(=O)CSc1ncc(S(=O)(=O)c2ccc(C(C)(C)C)cc2)c(=O)[nH]1
→ u, 4%, 5%, -7%[10.9 µM]
COc1ccccc1CNC(=O)C(=O)NCC(c1cccnc1)N1CCN(c2ccc(F)cc2)CC1 (configuration not stated)
→ -2.5%, -6%, u, -15%[10.9 µM]
O=C(CCCSc1nc2ccccc2[nH]1)NCc1ccco1
→ 0.5%, 3%, -7%, -15%
CSc1ccc(C2C(C#N)=C(N)Oc3c2ccc(=O)c2c(C)oc(C)c32)cc1 (configuration not stated)
→ u, u, 4%, -9%
Cc1cc(C)cc(NC(=O)C2CCCC2)c1
→ 0.9%, 7%, -12%, -8%
CC1(C)Cc2c(C#N)c(N3CCN(C(=O)c4ccco4)CC3)nc(-c3ccco3)c2CS1
→ x, 4%, -11%, x
CCOC(=O)c1ccc(N=Cc2nc3ccccc3n2C)cc1
→ 5.1%, -10%, 1%, -4%
Cc1ccc(-c2noc(CSc3nnnn3C3CCCCC3)n2)cc1
→ 6.0%, -1%, -8%, -19%
Cc1oc(-c2ccc(Cl)cc2)nc1Cn1c(=O)cc(C)c2c(C)nn(-c3ccccc3)c21
→ u, 6%, -14%, -4%[10.9 µM]
O=C(NCCCN1CCCC1=O)C1CCN(S(=O)(=O)N2CCOCC2)CC1
→ -0.2%, -2%, -7%, -9%
Cc1ccc2c(c1)N(CC(=O)NCc1cccs1)C(=O)CO2
→ 0.1%, 5%, -4%, -4%
CCN(CC)CCNC(=O)Cc1c(C(=O)O)n(C)c2ccccc12
→ -0.6%, 3%, -2%, 0%
Nc1cccc(C(=O)Nc2ccccc2Cl)c1
→ -0.3%, -3%, -1%, -28%
CC(C)(C)c1cc(N/C=C\c2nnnn2-c2ccc(Br)cc2)no1
→ x, 3%, 5%, x
O=C(COc1ccc(F)cc1)Nc1ccc(-n2cnnn2)cc1
→ -0.7%, 10%, 2%, -9%
COc1ccc(-c2nc(C)c(CCNC(=O)C(=O)Nc3cccc(F)c3)s2)cc1OC
→ 3.1%, -2%, -22%, -15%[10.9 µM]
Cc1cccc(-c2nc(C)c(CCNC(=O)C(=O)Nc3cccc(Cl)c3C)s2)c1
→ -1.3%, 2%, -7%, -9%[10.9 µM]
Cn1c(=O)c2cc(S(=O)(=O)NC(C(=O)Nc3cccnc3)c3ccccc3)ccc2n(C)c1=O (configuration not stated)
→ -1.4%, -9%, 2%, -7%
CC(=O)N(C)c1ccc(OCC(O)COc2ccc(N(C)C(C)=O)cc2)cc1
→ 1.2%, -15%, -5%, -21%
COc1ccc(OC)c(C(O)CNC(=O)CN)c1 (configuration not stated)
→ x, 1%, 1%, -5%
CC(=O)Nc1ccc2nc(-c3cc(C)ccc3C)[nH]c2c1
→ u, -3%, 8%, u
COc1ccccc1OCC(=O)Sc1ccc(C)cc1
→ u, -26%, -22%, -16%
CCOc1ccccc1OCC(=O)Nc1nnc(C)s1
→ 0.8%, 1%, -5%, -8%
CCCC/C=C/C(NC(=O)OCc1ccccc1Cl)c1ccccc1 (configuration not stated)
→ x, -4%, -4%, -15%
COC(=O)C1=C(C)N(Cc2ccccc2)C2=C(C(C)=O)C[C@@](O)(C(=O)OC)C(=O)N2C1c1ccccc1 (some centres not stated)
→ x, 5%&3%[9.22 µM], 4%&-2%[9.22 µM], x
COc1cc(C2c3c(oc4ccc(C)cc4c3=O)C(=O)N2Cc2ccc(F)cc2)ccc1O (configuration not stated)
→ 2.3%, -1%, 7%, -7%[10.9 µM]
CCOC(=O)N1CCC(NC(=O)C2CCN(S(=O)(=O)c3cccs3)CC2)CC1
→ 0.5%, -13%, -5%, -16%
CN(c1cccc(NC(=O)CCSc2ccccc2)c1)S(C)(=O)=O
→ u, 2%, 7%, 20%
O=C1CCc2cc(S(=O)(=O)N3CCN(c4cccc(C(F)(F)F)c4)CC3)ccc2N1
→ -0.5%, -4%, -3%, -15%
COc1cccc(CNC(=O)Cn2cccc2C(=O)c2ccccc2)c1
→ u, -5%, -6%, 1%[10.9 µM]

Of the compounds above, these contain a COOH group:
Every second line gives: IkB signaling, p53ts 32C kill, p53ts 39C kill, Peg3 imprint
Cc1cc(OCC(=O)O)c(Cl)cc1Cl
→ -0.9%[11.4 µM], 2%[9.22 µM], 0%[9.22 µM], 8%[10.9 µM]
CCN(CC)CCNC(=O)Cc1c(C(=O)O)n(C)c2ccccc12
→ -0.6%, 3%, -2%, 0%

Other entries follow.
Every second line gives: IkB signaling, p53ts 32C kill, p53ts 39C kill, Peg3 imprint
COc1ccc(-c2cc3ccc(OCc4nn[nH]n4)cc3oc2=O)cc1OC
→ -2.1%, -21%, -21%, -85%[inhibitor]
COc1cc(NC(=O)c2nnn(Cc3ccc(F)cc3)c2N)cc(OC)c1
→ 3.2%, -2%, -22%, -20%[10.9 µM]
COc1ccccc1NC(=O)C1=C(C)Nc2ncnn2C1c1cccn1C (configuration not stated)
→ 2.0%, 1%, 24%, 5%[10.9 µM]
Cc1ccc(N(CC(=O)NCc2ccco2)C(=O)CCC(=O)Nc2ccccn2)cc1C
→ -0.4%, 8%, -10%, -7%
Cc1cn(C)c(CC(=O)N2CCN(c3ccc(F)cc3)CC2)c1C(=O)O
→ 1.6%, 4%, 11%, -8%[10.9 µM]
O=c1c2ccccc2nnn1CSc1nc2ccccc2c(=O)n1Cc1ccco1
→ 1.7%, -7%, 8%, -5%
Cc1[nH]nc2c1C(c1ccc(-c3ccccc3C#N)o1)C(C#N)=C(N)O2 (configuration not stated)
→ u, -16%, 50%[activator], -10%
CCOC(=O)N1CCC(NC(=O)c2ccc3c(c2)sc2nc(-c4cccc(OC)c4)cn23)CC1
→ x, -13%, 2%, x
O=C(CN1CCN(c2nc(-c3ccc(F)cc3)cs2)CC1)NCc1ccc2c(c1)OCO2
→ u, -15%, -27%, -27%
COC(=O)C(C)Sc1nc2c(c(=O)n(C)c(=O)n2C)n1Cc1cccc(C)c1 (configuration not stated)
→ 1.3%, 10%, 3%, x
COc1ccc(NC(=O)N2CCC3(CC2)CCN(C(=O)c2cccn2C)CC3)cc1
→ 1.0%[11.4 µM], -8%, 6%, x
CC1CC(c2ccccc2)n2nc(N3C(=O)c4ccccc4C3=O)nc2N1 (configuration not stated)
→ -0.7%, -6%, -3%, -1%
O=C(CSc1nc2ccccc2o1)N1CCCC1
→ -4.0%, 11%, 11%, -12%
O=C(CSc1ccccc1)NCc1cccnc1
→ -1.4%, -2%, 5%, -8%
COc1ccc(C2C(C(=O)N3CCN(c4ccccc4)CC3)c3ccccc3C(=O)N2C)cc1 (configuration not stated)
→ 0.5%, 2%, -3%, -9%
CSc1nnc(-c2ccc(NC(=O)CCc3ccccc3)cc2)n1C
→ -0.7%, 3%, 3%, 0%
Cc1ncc(CO)c2c1Oc1nc(-c3ccccc3F)nc(SCC(=O)N3CCCCC3)c1C2
→ -0.6%, 3%, 10%, -15%[10.9 µM]
N#Cc1c2n(c3c(-c4ccccc4)ncnc13)CCC2
→ -0.8%, 13%, -1%, -3%
COc1ccccc1Oc1coc2c(CN3CCN(C)CC3)c(O)ccc2c1=O
→ 0.1%, 3%, 0%, 24%
CN(C)c1ccc(C(=O)Nc2c(C(=O)NC(C)(C)C)oc3ccccc23)cc1
→ u, 2%, 5%, 2%[10.9 µM]
CCOc1ccc(C(=O)Nc2cccc(-c3nc4cccnc4o3)c2)cc1Cl
→ u, 3%, -4%, 1%
CC(=O)OCc1cnc(C)c2oc(=O)c(C(=O)Nc3cc(F)ccc3C)cc12
→ 1.5%, 7%, 14%, 2%[10.9 µM]

This is a random part of the collection; 1.8% or so of the library scored in one or more.
